Compound activity as filed in PubChem.
14-3-3 PPI: 14-3-3 gamma protein interaction modulation. inhibition, % at 40 µM. FP, 14-3-3gamma / TMR-pS259-Raf peptide binding. AID 422. P61981. 160,000 compounds, 0.19% hits; in the data active = inhibition above about 30%;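 note: 0% = protein plus tracer without compound and 100% = blank with tracer alone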
Target sequence (P61981 whole entry, looked up): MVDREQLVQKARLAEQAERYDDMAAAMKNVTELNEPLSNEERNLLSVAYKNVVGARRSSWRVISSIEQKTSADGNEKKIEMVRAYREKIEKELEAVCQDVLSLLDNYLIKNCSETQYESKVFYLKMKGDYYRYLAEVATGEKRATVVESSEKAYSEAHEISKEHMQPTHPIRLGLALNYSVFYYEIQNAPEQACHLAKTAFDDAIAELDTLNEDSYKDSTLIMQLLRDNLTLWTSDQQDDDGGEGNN
Starred values were filed as active, the others as inactive; & = joins results of further samples.

smiles | 14-3-3 PPI
Cc1cccc(OCC(=O)Nc2ncc(Cc3ccc(Cl)cc3)s2)c1 | -8
NC(=O)CSC1=C(SCC(N)=O)SCCCS1 | -10
CCOC(=O)N1CCC(NC(=O)c2cccc3c2C(=O)N(c2ccc(OC)cc2)C3)CC1 | -7
COc1ccc(-n2nc(C(=O)NCC(=O)Nc3ccc4c(c3)OCO4)c3ccccc3c2=O)cc1Cl | -1
CCCN1CNC(=S)N(c2cccc(C)c2)C1 | -4
COC(=O)Cn1c(=O)c2c(nc(Br)n2CC(=O)OC)n(C)c1=O | -2
COc1cccc(C(=O)Nc2ccc(-c3nc4ccccc4c(=O)o3)cc2)c1 | 0
COc1cccc(C(=O)N2c3ccccc3C(Nc3ccccc3)CC2C)c1 (stereo unspecified) | 3
COc1ccc(NC2=C(Cl)C(=O)N(c3ccc(Cl)cc3)C2=O)c(OC)c1 | -3
Cc1ccc(Oc2ccc(N)cc2)cc1 | -8
Nc1c(Cl)c(Cl)nc(C(Cl)(Cl)Cl)c1Cl | -2
Cc1cc(C)cc(NC(=O)CSc2nc3c(cnn3-c3ccc(C)c(C)c3)c(=O)[nH]2)c1 | -2
O=S(=O)(c1ccccc1)N1c2ccccc2-c2ccccc2S1(=O)=O | 7
COc1cc(-c2nc(-c3cccc(C)c3)no2)cc(OC)c1OC | -5&0
CCN(Cc1ccccc1)C(c1ccccn1)c1nnnn1C(C)(C)CC (stereo unspecified) | -6
COc1ccc(C(=O)COC(=O)C2CCN(S(=O)(=O)c3ccc4ccccc4c3)CC2)cc1 | -15
CC(C)(C)c1cc(Br)ccc1OCC(=O)Nc1nc2ccccc2s1 | 0
c1ccn2cc(CSC3=NCCS3)nc2c1 | -4
CCOC(=O)c1cnn(-c2cc(C)c3ccccc3n2)c1N | 1&4
CCC(=O)N1CCc2cc(S(=O)(=O)CCC(=O)Nc3cccc(F)c3)ccc21 | -1&-9
C=CCNC(=O)c1cc2c(=O)n3cccc(C)c3nc2n(CC=C)c1=N | -5
CC12CC(c3ccccc3O1)N(C(=O)c1ccco1)C(=O)N2c1ccccc1 (stereo unspecified) | -5&-8
Cc1c(NC(=O)c2ccccc2Cl)c(=O)n(-c2ccccc2)n1C | 10
COc1ccc2cc3cc(C(=O)NCc4ccc(C)cc4)sc3nc2c1 | -5
O=S1(=O)CCN=C2SC3=C(CCCC3)N21 | 1
O=C(Cn1ncn2c(cc3ccccc32)c1=O)NCCC1=CCCCC1 | -14
CC1(C)C(=O)Nc2ccccc2N1C(=O)COc1ncnc2ccccc12 | -4
CCN1CCN(C(=O)c2cn(CC)c(=O)c3cc(OC)c(OC)cc23)CC1 | -5
COc1ccc(NC(=O)CC(c2ccc3c(c2)OCO3)c2ccccc2OC)cc1 (stereo unspecified) | -2
N#Cc1c(NC(=O)c2ccc([N+](=O)[O-])cc2Cl)sc2c1CCCC2 | -6
CC1CCC(C(C)C)C(OC(=O)CN2C(=O)c3ccccc3C2=O)C1 (stereo unspecified) | -35
CC(C)(C)c1ccc(Cn2c(=N)n(CCO)c3ccccc32)cc1 | -3
COCc1nnc(NC(=O)c2ccc(NC(C)=O)cc2)s1 | 0
N=c1c(C(=O)NC2CCCC2)cc2c(=O)n3ccccc3nc2n1CC1CCCO1 (stereo unspecified) | -20
CCOC(=O)C1CCCN(c2nc3ccccc3nc2C(C#N)C(=O)OCCOC)C1 (stereo unspecified) | -6
Cc1cccc2c1NC1(CCCC1)CC2C (stereo unspecified) | -1
COc1ccc(Br)cc1CN1C(=O)c2ccccc2C1C(=O)NCCCN1CC(C)CC(C)C1 (stereo unspecified) | -7
CCC(Sc1nc(C)cc(C)n1)C(=O)Nc1nnc(C)s1 (stereo unspecified) | -10
O=C(C1CC1)N1CCc2cc(S(=O)(=O)N3CCN(c4ncccn4)CC3)ccc21 | -22
CCc1[nH]nc2c1C(c1ccncc1)C(C#N)=C(N)O2 (stereo unspecified) | -3
COc1ccc(NC(=O)c2ccc(CN(c3ccc(C)c(C)c3)S(C)(=O)=O)cc2)cc1 | -11
Cc1cc(NC(=O)CSc2nnc(Cc3cccn3C)n2CCc2ccccc2)no1 | -5
NO | 0
Cn1c(SCC(=O)NCCc2ccccc2)nnc1-c1ccncc1 | -3
COc1cc2c(cc1OC)[C@@H](c1ccccc1)CN(C)CC2 | 6
CCN(CC)CC12CC3CC(C)(CC(C)(C3)C1)C2 | 7
Cc1nc2c(ccc3nc(NC(=O)C(C)(C)C)sc32)s1 | -7
CC(=O)C1=C(O)C(=O)N(CCN2CCOCC2)C1c1ccc2c(c1)OCO2 (stereo unspecified) | 0
CC(C)(C)c1ccc(-c2conc2N)cc1 | -9
Cc1ccc(-c2nc3cnccn3c2Nc2ccc3c(c2)OCO3)cc1 | 1
C=CCn1c(SCC(N)=O)nnc1-c1ccccc1O | 4
COC(=O)Nc1nc2ccc(Sc3ccccc3)cc2[nH]1 | -3
CN(C)C(=O)COc1cc2oc(=O)c3c(c2cc1Cl)CCCC3 | 6
COc1ccccc1-c1csc(NC(=O)c2ccc(Cc3ccccc3)cc2)n1 | 12
CCCCOc1ccc2c(=O)c(Oc3ccc(OC)cc3)c(C(F)(F)F)oc2c1 | -19
COc1cc(C(=O)N2CCN(C(=O)c3cccc(F)c3)CC2)cc(OC)c1OC | -2
COc1cc2[nH]c(=S)n(Cc3ccc(Cl)cc3)c(=O)c2cc1OC | -8
COc1cccc(OC)c1-c1nn2c(-c3cc(-c4ccccc4)n[nH]3)nnc2s1 | -74
O=C(C1CCC(Cn2c(=S)[nH]c3ccsc3c2=O)CC1)N1CCc2ccccc2C1 (stereo unspecified) | -2
COc1cc(C2C(C(N)=O)=C(C)Nc3nc(CCCO)nn32)cc(OC)c1OC (stereo unspecified) | 7

5 compounds drawn at random from those above:
smiles | 14-3-3 PPI
Cc1cc(NC(=O)CSc2nnc(Cc3cccn3C)n2CCc2ccccc2)no1 | -5
C=CCNC(=O)c1cc2c(=O)n3cccc(C)c3nc2n(CC=C)c1=N | -5
COCc1nnc(NC(=O)c2ccc(NC(C)=O)cc2)s1 | 0
Cn1c(SCC(=O)NCCc2ccccc2)nnc1-c1ccncc1 | -3
CN(C)C(=O)COc1cc2oc(=O)c3c(c2cc1Cl)CCCC3 | 6

New compounds follow
smiles | 14-3-3 PPI
O=C(O)c1ccc(NC(=O)c2nccnc2C(=O)O)cc1 | -5
O=C(c1ccc(Cl)cc1)N1CCCOC1 | 13
CN1CCN(C(=O)C(=O)Nc2cccc3ccccc23)CC1 | -8
C=CCn1c(SC2CCOC2=O)nc2scc(C3CC3)c2c1=O (stereo unspecified) | -1
CCOC(=O)C1CCCN(c2ncnc3c2oc2ccccc23)C1 (stereo unspecified) | 2
c1nc(N2CCCCCC2)c2[nH]cnc2n1 | -2&-9
CC1CCN(C(=O)Cn2c(=O)n(CCc3ccccc3)c(=O)c3ccccc32)CC1 | -6&-8
COC(=O)c1ccc(C(=O)OC)c(NC(=O)c2ccco2)c1 | -17
COc1ccc(N2CCN(C(=O)c3cccc(Cn4cc(Cl)cn4)c3)CC2)cc1 | -1
COc1ccccc1CNS(=O)(=O)c1ccc(NC(C)=O)cc1 | 2
COC(=O)c1nnn(CC(=O)Nc2cc(Cl)ccc2C)c1C(=O)OC | -3&1
CCCCOCCCNC(=O)c1c(-c2ccccc2)noc1C | -4
O=C(c1ccco1)N1CCN(S(=O)(=O)c2ccc3c(c2)CCN3C(=O)C2CCC2)CC1 | -7&1
c1nc(NC2CCCCC2)c2c3c(sc2n1)CCCC3 | 4
Cc1cc(C)c(S(=O)(=O)N2CCN(C)CC2)c(C)c1 | -4
OCCCn1c(-c2ccc(F)cc2)csc1=Nc1ccc(Cl)cc1 | -13
CCCCN(CC)C(=O)c1cc2cc3ccc(OC)cc3nc2s1 | -6
COCCN1C(=O)c2ccccc2C(C(=O)NCCCN2CCCC2)C1c1c[nH]c2ccccc12 (stereo unspecified) | -5
Cc1ccc(C(=O)Nc2ccc(Oc3ccccc3)cc2)o1 | 2
Cc1cc(NCCN2CCOCC2)n2ncc(-c3ccccc3)c2n1 | -10
Cc1cc(C)n(CC(O)Cn2c3ccc(Br)cc3c3cc(Br)ccc32)c(=O)n1 (stereo unspecified) | -6
CCn1nnnc1NCc1ccc(N2CCCC2)cc1 | -21
ClC(=Cc1ccccc1)c1nc2ccc(Cl)cn2c1NC1CCCC1 | -158
CCOC(=O)c1ccccc1NC(=O)CCNC(=O)Cn1cnc2ccccc2c1=O | -2
CC(C)(C)C1=C[C@@H](CO)C[C@@H](CO)C1 | 7
COc1cc(-c2nc3ccccn3c2N=Cc2ccc(N3CCC(C)CC3)c([N+](=O)[O-])c2)ccc1O | 6
Cc1ccc(Cl)cc1N1CCN(C(=O)CCSCc2ccccc2Cl)CC1 | -7
O=C(NCc1ccccc1Cl)c1ccc(Cn2c(=S)[nH]c3cc4c(cc3c2=O)OCO4)cc1 | -25
O=[N+]([O-])c1ccc(S(=O)(=O)Nc2nc(-c3cccs3)cs2)cc1 | -4
Cc1ccc(NC(=O)C2C3C=CC4(O3)C2C(=O)N(CCC(C)C)C4C(=O)NC2CCCCC2)cc1C (stereo unspecified) | -14
CN1CCN(c2nc3c(c(=O)n(C)c(=O)n3C)n2Cc2cccc3ccccc23)CC1 | -4
Cc1cc(NC(=O)c2cc(-c3ccc(Br)cc3)on2)nn1Cc1ccc(Cl)cc1 | -38
Cc1cccc(NC(=O)CN2C(=S)NC(C)(C)CC2C)c1 (stereo unspecified) | 5
CCOC(=O)c1cc2n(n1)C(C(F)(F)F)CC(C)N2 (stereo unspecified) | 8
COc1ccc(C)cc1NC(=O)c1cc(S(=O)(=O)NC2CCCC(C)C2C)ccc1F (stereo unspecified) | -41
O=S(=O)(c1ccc(Cl)cc1)c1ccccc1Cl | -3
Cn1c(C(=O)OCC(=O)NCC2CCCO2)cc2sccc21 (stereo unspecified) | -1
c1ccc(-c2noc(CSc3nc4ccccc4o3)n2)cc1 | -10&-18
COc1ccccc1-c1nc(S(=O)(=O)c2ccccc2)c(N(C)C)o1 | 3
Cc1ccc(S(=O)(=O)NC(C)(C)CSc2nncn2N)cc1 | -6
CCN(CC)C(=O)c1c(NC(=O)c2ccccc2)sc2c1CCC(C)C2 (stereo unspecified) | -13
COc1cccc(C(=O)CSc2nc3ccccc3n2CC(=O)N2CCOCC2)c1 | -7
Cc1cc(C)cc(OCc2nnc(SCC(=O)N3CCN(c4ccccc4)CC3)o2)c1 | -6
COc1cccc(-c2nn(C)c3sc(C(=O)Nc4cc([N+](=O)[O-])ccc4OC)cc23)c1 | -1
O=C(N1CCOCC1)N1c2ccccc2CC(N2CCOCC2)c2ccccc21 (stereo unspecified) | 1
O=C(CC(=O)Nc1ccc([N+](=O)[O-])cc1)Nc1ccc([N+](=O)[O-])cc1 | -6
Cc1ccc(CSc2nnc3c(n2)OC(c2ccc(C(=O)O)cc2)Nc2ccccc2-3)cc1 (stereo unspecified) | -11
NC(=O)CSc1nnnn1CC(CC(=O)O)c1ccccc1 (stereo unspecified) | 4
O=C(NCc1cccnc1)c1ccc(COc2ccccc2Br)o1 | -2
Cc1nn(C(=O)C23CC4CC(CC(C4)C2)C3)c(C)c1Sc1ccc([N+](=O)[O-])cc1 | 6
O=C(CN1C(=O)CSc2ccccc21)NCc1ccccc1 | -3
Cc1ccc(NC(=O)C2c3ccccc3C(=O)N(C)C2c2c[nH]c3ccccc23)cc1F (stereo unspecified) | -8
CCc1ccc(NC(=O)c2cc(S(=O)(=O)NCCc3ccccc3)ccc2F)cc1 | 2
OCCSc1c(F)c(SCCO)c(SCCO)c(F)c1SCCO | 1
CCCCN=Cc1cccn1-c1ccc([N+](=O)[O-])cc1 | -6
O=C(Nc1ccc(Cn2nnc3ccccc32)cc1)c1ccco1 | -13
O=C(Nc1ccccc1O)c1cc2ccccc2o1 | 2
O=C(O)c1cccc(S(=O)(=O)N2Cc3ccccc3C2)c1 | -3
CCc1ccc2c(c1)C1=C(SC(C(=O)OC)=C(C(=O)OC)C13SC(C(=O)OC)=C(C(=O)OC)S3)C(C)(C)N2 | 0
O=C(O)C1C(c2ccccc2)C(C(=O)N2CCOCC2)C1c1ccccc1 (stereo unspecified) | 7

Continued.
smiles | 14-3-3 PPI
COc1cccc(C2C3=C(Nc4c2c(=O)n(C)c(=O)n4C)c2ccccc2C3=O)c1 (stereo unspecified) | -11
COc1ccc(OC)c(N(CC(=O)Nc2cc(C)cc(C)c2)S(=O)(=O)c2ccccc2)c1 | -6
CC(C)c1ccc(C2Oc3ccccc3C3CC(c4ccco4)=NN32)cc1 (stereo unspecified) | -31
O=[N+]([O-])c1cccc(CSc2nc(NCc3ccco3)c3ccccc3n2)c1 | 0
O=c1c2cc(Br)ccc2[nH]c(=S)n1Cc1ccccc1 | -3
O=[N+]([O-])c1cccc(-c2nc(=S)c3c(n2-c2ccccc2)CCCC3)c1 | -1
c1ccc(Cn2c3ccccc3c3nnc(SCCN4CCCCC4)nc32)cc1 | -2
CC1CC(C)CN(CCCNC(=O)C2CCCN(c3nnc(N4CCCC4=O)s3)C2)C1 (stereo unspecified) | -2
O=C(NCc1ccccc1Cl)C1CCC(CNS(=O)(=O)c2ccc(Br)s2)CC1 (stereo unspecified) | -5
O=C1C(c2ccncc2)N(CCC2=CCCCC2)C(=O)CN1C1CCCCC1 (stereo unspecified) | 4
COc1ccc(C2C3=C(CCCC3=O)Nc3nc(SCc4ccccc4F)[nH]c(=O)c32)cc1OC (stereo unspecified) | -5
Cc1ccc(NC(=O)CCN2C(=O)c3cccc([N+](=O)[O-])c3C2=O)cc1Cl | 0

Three entries out of the list above, sorted by their value in 14-3-3 PPI, descending:
mol	14-3-3 PPI
O=C1C(c2ccncc2)N(CCC2=CCCCC2)C(=O)CN1C1CCCCC1 (stereo unspecified)	4
COc1cccc(C2C3=C(Nc4c2c(=O)n(C)c(=O)n4C)c2ccccc2C3=O)c1 (stereo unspecified)	-11
CC(C)c1ccc(C2Oc3ccccc3C3CC(c4ccco4)=NN32)cc1 (stereo unspecified)	-31

Only part of the results is shown; count on the stated rates, not on these rows.
